PKM2 act – PKM2 (human) enzyme activation. P14618. purified PKM2, Kinase-Glo ATP luminescence, activation; response scale: 0% is enzyme alone, no compound. Potency, µM (titrated, usually from 57.5 µM), inactives show at the highest dose activation, usual class: activators. actives 0.34% (n = 260,000). AID 1631; further: potency means the concentration at half of the fitted maximal effect; on the % scale 0 is the no-effect control and ±100 the full control effect; nearly all actives have a fitted effect of over 55% in size
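Kinase-Glo luminescence reports ATP generated from ADP (0.1 mM) and PEP (0.5 mM) by purified hPK-M2 after 1 h at room temperature, pH 7.2 imidazole buffer; intermediate enzyme activity allows detecting inhibitors and activators.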
p53 reactivation – mutant p53 re-activation in reporter cells. H1299 p53-A138V BP100-luciferase reporter, luminescence, 24 h. Potency, µM (top dose mostly 92.2 µM), inactives show at the top dose activity change, positive = activation, most hits filed as activators. actives 0.063% (n = 320,000); further: potency means the concentration at half of the fitted maximal effect; % of control where 0% means no effect; nearly all actives have a fitted effect of over 45% in size
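H1299 (p53-null), stable ts p53-A138V + BP100-Luc; 1000 cells/well, Opti-MEM/10% FBS; cpd 4 pt, 1:5; 24 h, 37 deg C, 5% CO2; detection reagent 10 min RT; luminescence.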
Gal4-VP16 FLuc – inhibits Gal4-VP16 luciferase reporter, ROR gamma counter-screen; Drosophila S2 Gal4-VP16 UAS-luciferase, luminescence, 20 h; Potency, µM (doses to about 53.6 µM), for inactives: at the top dose activity, negative = inhibition, hits mostly inhibitors; actives 3.5% (n = 310,000);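 further: Gal4-VP16 expression switched on by copper sulfate through the metallothionein promoter; potency means the concentration at half of the fitted maximal effect; on the % scale 0 is the no-effect control and ±100 the full control effect; nearly all actives have a fitted effect of over 50% in size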
NPC1 prom act – activators of NPC1 promoter; AID 485313; Huh7 NPC1 promoter luciferase reporter, 24 h; actives 2.4% (n = 320,000); Potency, µM (highest dose often 9.22 µM), for inactives: top-dose activation, most hits filed as activators;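 further: potency means the concentration at half of the fitted maximal effect; % of control where 0% means no effect; nearly all actives have a fitted effect of over 60% in size; reporter is driven by a mutant NPC1 promoter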
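Compounds in DMSO were transferred onto Huh7 NPC1-luciferase reporter cells pre-incubated 2 h; after 24 h at 37 °C, Amplite reagent was dispensed and luminescence recorded 10 min later.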
Menin MLL FP TR – displaces Texas Red mutant MLL peptide from human menin. actives 0.23% (n = 270,000). Menin + Texas Red MLL mutant peptide, fluorescence polarization. Potency, µM (series often up to 61.6 µM), inactives show at the top dose FP activity change, negative = inhibition, usual class: inhibitors. O00255; active means well fitted inhibition curve with a large enough effect in the polarisation, with a control signal flat, not every such curve was filed as active; inconclusive means small, poorly fitted or top-dose-only effect, or effect the other way, or a change in a side signal; inactive means no such curve, though single readings can be large or run the other way; the % refers to the polarisation; further: potency means the concentration at half of the fitted maximal effect; % of control where 0% means no effect; many of its hits are not listed in these tables
BRCA1 expr act – increases BRCA1 expression; MCF7-BRCA1-FFLuc reporter, luminescence, 48 h; response scale: scaled: vehicle 0%, 10 µM genistein 100%; Potency, µM (series often up to 46.1 µM), for the others: at the highest dose activation, usual class: activators; actives 1.1% (n = 380,000); AID 624202; further: potency means the concentration at half of the fitted maximal effect; nearly all actives have a fitted effect of over 80% in size; some results filed as inactive show a strong effect at the top dose
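Reporter cells (MCF7, BRCA1 promoter-firefly luciferase) received library compounds across a concentration series for 48 h. End-point luminescence was measured and concentration-effect curves derived after normalization.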
Rab9 promoter act – activators of Rab9 promoter. Potency, µM (highest dose often 9.22 µM), without a hit: at the top dose activation, negative = inhibition, most hits filed as activators. actives 2.8% (n = 320,000). Huh7 Rab9 promoter-luciferase reporter, luminescence, 24 h; further: potency means the concentration at half of the fitted maximal effect; % of control where 0% means no effect; nearly all actives have a fitted effect of over 60% in size
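Luciferase signal after 10 min detection reagent at ambient indicates Rab9 promoter upregulation; stably transfected Huh7 cells were treated 24 h with compound in DMSO at 37 °C, 5% CO2.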
ELG1 genotoxic – inducers of genotoxicity in HEK293T ELG1-luciferase cells; Potency, µM (top dose mostly 46 µM), without a hit: at the highest dose activity change, positive = activation, most hits filed as activators; AID 504466; HEK293T ELG1-luciferase reporter, luminescence, 16 h; actives 1.3% (n = 330,000); further: potency means the concentration at half of the fitted maximal effect; % of control where 0% means no effect; nearly all actives have a fitted effect of over 60% in size
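Step 1: seed 2,000 HEK293T ELG1-luciferase cells per well. Step 2: add compound or DMSO, incubate 16 hr at 37 °C. Step 3: ONE-Glo, 30 min at room temperature, read luminescence.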
FLuc counter – inhibits or activates purified firefly luciferase, miR-21 counter-screen | actives 6.9% (n = 360,000) | purified FLuc, Km substrates, luminescence inhibition | Potency, µM (highest dose often 57.5 µM), for inactives: at the top dose activity change, negative = inhibition, actives largely listed as inhibitors;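 further: potency means the concentration at half of the fitted maximal effect; plate controls were vehicle for no effect and reference inhibitor for full effect; nearly all actives have a fitted effect of over 55% in size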
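Purified P. pyralis luciferase, 10 nM final, with Km-level 10 uM D-luciferin and 10 uM ATP in 50 mM Tris acetate pH 7.5, 10 mM Mg acetate, 0.01% Tween-20, 0.05% BSA; 6-point qHTS titration about 60 µM downward; luminescence read.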
Giardia killer – kills Giardia lamblia; Giardia lamblia trophozoite viability; activity change, % at 7.66 µM, hits read low; actives 0.15% (n = 340,000); AID 540267; in the data active means activity change below about -80%; inconclusive means between about -30% and that limit;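 further: parasites exposed to compound for two days anaerobically before the ATP read; on the % scale 0 is the no-effect control and ±100 the full control effect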
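ATP-content bioluminescence gauges trophozoite survival. Cells (100/well) receive compound and incubate anaerobically for 48 hrs at 37 deg C; detection reagent follows for 15-30 min at room temperature.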
RORg inh – ROR gamma (mouse) transcription inhibition; P51450; Drosophila S2 Gal4-RORgamma UAS-luciferase reporter, 20 h; Potency, µM (series often up to 53.6 µM), inactives show at the highest dose activity change, negative = inhibition, most hits filed as inhibitors; actives 5.4% (n = 310,000); further: potency means the concentration at half of the fitted maximal effect; on the % scale 0 is the no-effect control and ±100 the full control effect; nearly all actives have a fitted effect of over 60% in size
Target sequence (P51450 whole entry, looked up, the tested form may be a part): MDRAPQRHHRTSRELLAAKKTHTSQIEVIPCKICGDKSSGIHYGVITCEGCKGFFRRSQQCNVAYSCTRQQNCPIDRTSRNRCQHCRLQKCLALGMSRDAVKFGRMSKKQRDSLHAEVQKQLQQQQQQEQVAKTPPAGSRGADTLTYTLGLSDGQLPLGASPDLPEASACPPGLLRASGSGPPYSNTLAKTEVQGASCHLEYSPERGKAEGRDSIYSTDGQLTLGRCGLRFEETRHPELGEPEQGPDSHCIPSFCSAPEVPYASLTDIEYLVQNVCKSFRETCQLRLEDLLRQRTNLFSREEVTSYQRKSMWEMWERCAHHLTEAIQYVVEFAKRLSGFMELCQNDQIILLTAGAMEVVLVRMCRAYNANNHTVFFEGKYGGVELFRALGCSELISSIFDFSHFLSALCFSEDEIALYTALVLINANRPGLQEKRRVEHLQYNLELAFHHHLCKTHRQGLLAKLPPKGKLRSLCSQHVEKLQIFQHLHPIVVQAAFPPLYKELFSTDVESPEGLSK
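A Gal4/UAS one-hybrid system in insect cells: metallothionein-promoter Gal4–ROR gamma fusion plus Photinus luciferase reporter. Copper sulfate 700 uM final, 20 hr ambient incubation, luminescent detection after 10 min with reagent.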
An asterisk follows results filed as active; ? = inconclusive; / = not tested or not shown; [ ] = another dose, or the depositor's remark. Unless noted, the call rests on the fitted dose curve; in most records, active means well fitted curve in the direction sought with a large enough effect; inconclusive means small, poorly fitted or top-dose-only effect, or another doubt; inactive means no such curve, though single readings can be large; an effect the other way counts as inactive or inconclusive.

SMILES	PKM2 act	p53 reactivation	Gal4-VP16 FLuc	NPC1 prom act	Menin MLL FP TR	BRCA1 expr act	Rab9 promoter act	ELG1 genotoxic	FLuc counter	Giardia killer	RORg inh
CCOc1ccccc1NS(=O)(=O)c1ccc2[nH]c(=O)ccc2c1	/	1%	1%	1%	-12%	-29%	-10%	12%	0%	14	1%
COc1cc2nc(N3CCN(c4cc(C)ccc4C)CC3)nc(N)c2cc1OC	/	-11%	16µM*	-1%	?	-101%[inhibitor]	-9%	-6%	?	?	16µM*
CC(C)CCNC(=O)CCCOc1cc(=O)n(C)c2ccccc12	10%	-14%	11%	-8%	-5%	-46%	-1%	?	5%	-12	13µM*
CCOC(=O)CNC(=O)CSc1nnc(NC(=O)c2ccc(S(=O)(=O)N3CCOCC3)cc2)s1	-10%	14%	-10%	-2%	/	-8%	0%	3%	?	-11	?
COc1ccc(S(=O)(=O)NCc2ccccn2)cc1Br	3%	15%	0%	-10%	9%	-9%	-5%	0%	-5%	-2	-5%
O=C(Nc1ccccc1N1CCCCC1)c1ccc(N2C(=O)c3ccccc3C2=O)cc1	2%	-3%	-8%	-1%	6%	-1%	-1%	-4%	1%	-6	7%
CCc1cccc(C)c1NC(=O)CSc1ncn[nH]1	3%	0%	21%	2%	0%	2%	-10%	-1%	6%	-27	-1%
O=C(Nc1cc2c3c(c1)C1CCCC1CN3CC1CCCC21)c1ccccc1 (centres undefined)	-11%	29%	-5%	0%	1%	29%	-7%	-3%	?	24	38%
CC1CCCCN1CCNC(=O)c1cc2c(-c3ccccc3F)nn(C)c2s1 (centres undefined)	5%	-1%	4%	5%	-15%	-27%	1%	2%	5%	15	-16%
Cc1ccc(C)c(OCCC(=O)NNC(=O)c2ccccc2F)c1	/	-2%	/	-1%	/	-9%	-1%	3%	-2%	-24	/
CCC(C)(C(=O)NC1CCCCC1)N(C(=O)C1CCC(=O)N1)c1ccc(C)cc1 (centres undefined)	-1%	0%	9%	-2%	1%	-7%	-1%	1%	-1%	5	-1%
CCOC(=O)CSc1cc(-c2ccccc2)nc2ncnn12	-4%	-13%	11µM*	-6%	/	-44%	0%	13%	-3%	-8	-75%
CC1CC(C)CN(CCCNS(=O)(=O)c2cc(Br)cc3c2N(C(=O)C2CC2)CC3)C1 (centres undefined)	-5%	18%	-6%	5%	-7%	-20%	1%	-3%	0%	11	-21%
CCc1ccc(C(=O)COC(=O)c2cc([N+](=O)[O-])ccc2NCCO)cc1	4%	0%	3%	15%	?	-48%	0%	0%	?	-8	42%
CCOc1ccc2noc3c2c1C(=O)c1ccccc1-3	1%	2%	-18%	8%	8.9µM*	0%	-2%	0%	-9%	23	-33%
O=C(CSCc1ccccc1)N/N=C/c1ccc(OCC(=O)N2CCCCC2)cc1	1%	-1%	-16%	1%	-20%	4%	?	-2%	?	-5	38%
CCCc1nnc(NS(=O)(=O)c2ccc(OC)cc2)s1	?	-1%	-2%	-4%	4%	0%	-9%	2%	-14%	8	17%
COc1ccc(C)cc1NC(=O)C(C)N1CCOCC1 (centres undefined)	-2%	/	/	-3%	14%	-16%	0%	1%	3%	-10	/
Cc1ncc([N+](=O)[O-])n1S(=O)(=O)c1cc(Br)ccc1Br	0%	/	-4%	-4%	10%	-2%	0%	2%	2%	-19	-10%[1.91 µM]
CCC(=O)c1ccc(OC(=O)/C=C/c2cc(OC)c(OC)c(OC)c2)cc1	6%	6%	0%	1%	-7%	-31%	-4%	1%	-19%	-1	-30%
CCCCCOC(=O)C(C)c1c(C)[nH]c(=S)[nH]c1=O (centres undefined)	-1%	5%	-1%	-1%	0%	1%	0%	0%	5%	-9	11%
O=C(NC1CCCC1)C1=COCCO1	-2%	1%	-2%	2%	/	-15%	-4%	0%	-5%	-10	2%
COC(=O)C1=C(C)NC2=C(C(=O)CC(C)(C)C2)C1c1ccsc1 (centres undefined)	-9%	-3%	1%	-4%	-4%	-13%	-9%	1%	1%	5	-4%
Cc1nnc(NC(=O)C23CC4CC(CC(C4)C2)C3)s1	/	1%	5%	-2%	-12%	2%	-3%[1.84 µM]	-1%	-15%	5	?
O=C(CN1C(=O)NC2(CCCC2)C1=O)N1CCc2ccccc2C1	0%	4%	-6%	2%	2%	44%	16%	4%	-3%	-9	10%
COC(=O)c1cc(OC)c(OC)cc1NC(=O)Nc1ccccc1F	-3%	0%	1%	-2%	/	0%	8%	5%	5%	-23	1%
CC1(C)CC(=O)C(C=NCCN2CCN(C(=S)Nc3cccc(Cl)c3)CC2)=C(O)C1	1%	-2%	3%	3%	7%	-9%	-6%	0%	2%	15	-10%
CCCC(=O)NC(=S)c1c(C)n(C)n(-c2ccccc2)c1=O	2%	2%	-7%	-2%	-3%	0%	1%	-3%	7%	-9	0%
CC(=NCCCn1ccnc1)c1c(C)[nH]n(-c2ccc([N+](=O)[O-])cc2)c1=O	-12%	5%	-9%	17%	21%	35%	-2%	0%	-4%	12	21%
O=C(CNc1ccc2ccccc2c1)N/N=C/c1ccncc1	/	-6%	-10%	0%	38%[activator]	-34%	1%	-1%	?	0	7%
CCOCC(=O)Nc1nc2c(s1)C(=O)CC(C)(C)C2	5%	-1%	-1%	-3%	-10%	24%	2%	0%	4%	1	?
CC12CC3(C)CC(C)(C1)CC(C(=O)Nc1nn[nH]n1)(C2)C3	4%	-2%	-2%	-2%	5%	-11%	7%	3%	0%	11	-10%
CC(C)NC(=S)N(C)C1(c2ccccc2Cl)CCCCC1=O (centres undefined)	-1%	-3%	-11%	0%	-5%	2%	2%	1%	-1%	11	-11%[10 µM]
O=C(NCC(c1ccco1)N1CCN(c2ccc(F)cc2)CC1)c1ccco1 (centres undefined)	/	-4%	/	3%	/	-7%	-8%	14%	-2%	-14	/
COc1ccccc1OCC(=O)Nc1ccc(O)cc1C(=O)O	-21%	3%	4%	1%	-6%	1%	0%	-4%	1%	-10	-2%
COc1ccc(CC(=O)Nc2ccccc2-c2ccccc2)cc1OC	0%	-2%	-29%	0%	10%	-18%	-10%	-27%	3%	-4	27%
COCCNC(=O)CSc1nc2sccc2c(=O)n1-c1ccccc1	4%	1%	4%	1%	7%	-22%	1%	8%	0%	-23	35%
CC1(C)CC(CC(=O)NNc2nc(-c3ccccc3)cs2)C(=O)O1 (centres undefined)	7%	-5%	-2%	-4%	0%	-4%	9%	2%	-1%	-4	-1%
CCCn1c(SCC(=O)NC2CCCC(C)C2C)n[nH]c1=O (centres undefined)	-1%	3%	-7%	-1%	4%	-11%	-14%	-1%	2%	38[activator]	37%
COCC(=O)N1CCC(Oc2ccc(C(=O)N3CCCCC3COC)cc2)CC1 (centres undefined)	/	11%	-4%	-2%	1%	-3%	-2%	-1%[9.26 µM]	0%	6	3%
O=C(O)c1ccoc1CN1CCCCC1	1%	-1%	-22%	-6%	-1%	-1%[1.84 µM]	1%	-1%	2%	6	?

Assay outcomes as filed in PubChem.

This is a subset (hit frequency here may not be typical).
